dFosB act – activators of delta FosB homodimer, primary screen, biochemical, fluorescence polarization, TAMRA-CDK5 oligo, single point; purified delta FosB; percent of positive-control signal above neutral wells; 340,000 tested, 0.99% active; Protein FosB (Mus musculus), P13346; activation, % at 25 µM; AID 493131, 2011;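 active = mean activation above about 17%, with every replicate also reaching it, limit read from the data, passing the limit was not always enough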;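 note: fluorescence polarization rise as delta FosB binds a TAMRA Cdk5 AP-1 oligo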
PvdQ inh – P. aeruginosa PvdQ acylase inhibitors, primary screen, biochemical, fluorescence, plate reader and imaging, single point; inhibition, % at 10 µM; 340,000 tested, 0.063% active; purified PvdQ acylase; AID 488965, 2010; in the data active = inhibition above about 30%, passing the limit was not always enough;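 note: 0% = vehicle neutral wells and 100% = reference inhibitor wells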
Cardiac RTF inh – cardiac RTF calcium sensitivity inhibitors, primary screen, biochemical, IANBD-TnC fluorescence, EC70 calcium | IANBD-labeled cardiac RTF, Ca2+ fluorescence | inhibition, % at 7.15 µM | 340,000 tested, 0.12% active | AID 493244, 2011;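 active = inhibition above the mean inhibition of all tested compounds plus 3 SD, cut at about 17% in these data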;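 note: assay run at fixed EC70 calcium of 1.6 mM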
PfHsp90 set2 – growth inhibition of PfHsp90-expressing yeast, primary screen, antimalarial PfHsp90 inhibitor project, S. cerevisiae, BacTiter-Glo luminescence, single point, set 2; inhibition, % at 9.4 µM; BacTiter-Glo ATP, 48 h; yeast lacking PDR1 and PDR3 efflux regulators; 310,000 tested, 0.32% active; AID 504621, 2011;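 active = every replicate shows inhibition above about 80%, whatever the replicate mean, limit read from the data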;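 note: 0% = DMSO neutral controls and 100% = 20 µM radicicol positive controls; yeast relying on Plasmodium falciparum Hsp90 in place of its own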
C-LANA FP – inhibitors of KSHV C-LANA binding to DNA, primary screen, biochemical, fluorescence polarization, FAM-LBS DNA, MBP-C-LANA, single point; inhibition, % at 9 µM; 340,000 tested, 0.078% active;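 active = highest replicate inhibition at or above 60% at 9 µM, even if other replicates fall short; inactive = all replicates below 60% inhibition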;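 note: 0% = neutral control wells and 100% = 4 µM acridine orange control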
Rtt109 HAT inh – inhibitors of C. albicans Rtt109/Vps75 HAT, primary screen, biochemical, ThioGlo CoA-SH fluorescence, plate reader; Histone acetyltransferase RTT109 (Candida albicans (strain SC5314 / ATCC MYA-2876)), …; purified Rtt109/Vps75, 4 h; inhibition, % at 34.9 µM; 330,000 tested, 0.16% active; AID 540336, 2011;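 active = inhibition of at least 50% in every replicate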
Target sequence (Q5AAJ8 whole entry, looked up): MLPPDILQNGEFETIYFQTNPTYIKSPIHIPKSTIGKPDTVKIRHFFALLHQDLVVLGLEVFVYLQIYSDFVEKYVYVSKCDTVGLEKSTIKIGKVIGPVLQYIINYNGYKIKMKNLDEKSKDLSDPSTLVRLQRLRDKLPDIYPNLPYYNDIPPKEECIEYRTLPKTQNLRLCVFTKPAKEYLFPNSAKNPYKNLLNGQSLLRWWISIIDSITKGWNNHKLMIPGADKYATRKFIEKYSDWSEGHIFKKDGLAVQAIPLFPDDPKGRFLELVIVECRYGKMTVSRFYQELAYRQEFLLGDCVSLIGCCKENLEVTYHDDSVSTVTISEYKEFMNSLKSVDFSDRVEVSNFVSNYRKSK
Keap1-Nrf2 PPI – Keap1-Nrf2 protein-protein interaction inhibitors, primary screen, biochemical, fluorescence polarization, single point | Kelch-like ECH-associated protein 1 (Homo sapiens), Q14145 | Keap1 Kelch-Nrf2 peptide fluorescence polarization, 1536-well | inhibition, % at 9.4 µM | 340,000 tested, 0.15% active; in the data active = inhibition above about 12%;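 note: human Keap1 Kelch domain with fluorescein labeled Nrf2 9mer peptide probe; 0% = neutral control wells and 100% = peptide positive control; higher means more block of Keap1 binding to Nrf2 peptide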
Target sequence (Q14145 whole entry, looked up, the tested form may be a part): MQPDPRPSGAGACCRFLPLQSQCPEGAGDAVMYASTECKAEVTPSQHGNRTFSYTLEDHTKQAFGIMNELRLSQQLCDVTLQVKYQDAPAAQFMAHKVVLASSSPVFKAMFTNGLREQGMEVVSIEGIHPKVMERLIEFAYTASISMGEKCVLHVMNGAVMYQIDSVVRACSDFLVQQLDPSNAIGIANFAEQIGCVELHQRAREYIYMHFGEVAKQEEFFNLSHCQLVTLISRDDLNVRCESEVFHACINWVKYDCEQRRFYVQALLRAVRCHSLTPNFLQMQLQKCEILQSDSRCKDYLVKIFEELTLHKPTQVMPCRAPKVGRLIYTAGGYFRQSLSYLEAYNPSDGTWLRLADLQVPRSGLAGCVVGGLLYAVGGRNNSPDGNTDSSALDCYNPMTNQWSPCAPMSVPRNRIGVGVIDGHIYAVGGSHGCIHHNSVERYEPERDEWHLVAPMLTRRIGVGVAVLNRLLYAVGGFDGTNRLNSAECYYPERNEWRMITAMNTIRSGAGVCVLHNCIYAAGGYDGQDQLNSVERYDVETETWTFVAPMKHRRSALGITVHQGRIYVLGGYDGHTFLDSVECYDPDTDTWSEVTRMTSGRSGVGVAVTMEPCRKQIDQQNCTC
RTF Ca sens act – cardiac RTF calcium sensitivity activators, primary screen, biochemical, IANBD-TnC fluorescence, EC20 calcium; Troponin I, cardiac muscle (Homo sapiens) + Troponin T, cardiac muscle (Homo sapiens) + …; IANBD-labeled TnC RTF fluorescence at EC20 calcium; 0% EC20 calcium, 100% full calcium; activation, % at 7.2 µM; 340,000 tested, 0.24% active; AID 493008, 2010;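 active = activation above the mean over all tested compounds plus 3 SD, cut at about 30% in these data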;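 note: rise in fluorescence read as greater calcium sensitivity of cardiac thin filaments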
CDK5 p35 inh – inhibitors of human CDK5/p35 kinase, primary screen, biochemical, single concentration | Recombinant CDK5/p35, ADP-Glo luminescence, 60 min | 330,000 tested, 0.01% active | Cyclin-dependent kinase 5 (Homo sapiens) + Cyclin-dependent kinase 5 activator 1 (Homo … | AID 488839, 2010 | inhibition, % at 10 µM;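 active = highest replicate inhibition of at least 50% and at least 75% of replicates reaching 50%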;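 note: plate controls were DMSO neutral control for no effect and GW8510 at 10 µM for full effect; many of its hits are not listed in these tables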
NSD2 inh – NSD2 histone methyltransferase inhibitors, primary screen, biochemical, AlphaScreen, single concentration, set 2 | Histone-lysine N-methyltransferase NSD2 (Homo sapiens), O96028 | NSD2 peptide methylation, 120 min | inhibition, % at 12.5 µM | 310,000 tested, 0.54% active; in the data active = inhibition above about 50%
Mot1-301 SUMO – yeast Mot1-301 growth rescue at high temperature, primary screen, SUMOylation pathway inhibitor project, S. cerevisiae, ATP luminescence, 38.5C. S. cerevisiae Mot1-301 growth rescue; percent above DMSO median, 100 means doubled. 320,000 tested, 1% active. growth rescue, % at 18.8 µM;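 active = every valid replicate shows activation above 250% relative to neutral control wells; inactive = the rest, any valid replicate at or below 250%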;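 note: OY570 slx delta 5 strain wells were the positive control but not used for scaling; some compounds called inactive have numbers as strong as hits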
The depositor's hits bear a star; . = not tested or not shown.

molecule	dFosB act	PvdQ inh	Cardiac RTF inh	PfHsp90 set2	C-LANA FP	Rtt109 HAT inh	Keap1-Nrf2 PPI	RTF Ca sens act	CDK5 p35 inh	NSD2 inh	Mot1-301 SUMO
COc1ccccc1N(CC(=O)Nc1ccc2c(c1)OCCO2)S(=O)(=O)c1ccc(C)cc1	-2	-12	-8	17	-3.8	3	7	-1	0.0	0	6
Cc1ccc(Nc2nc(CSc3nnc(-c4ccncc4)n3-c3ccccc3C)cs2)cc1	-12	-11	3	-18	1.0	38	-6	4	-4.8	2	-12
COc1ccc(O)c(C(=O)c2cnc3c(c2)c(C)nn3C)c1	-1	4	-7	5	-1.7	-3	2	1	-0.7	1	-11
Cc1ccc(S(=O)CCNC(=O)Cc2ccccc2)cc1 (stereo not given)	-2	-13	-7	28	1.5	-4	-1	2	1.1	-1	-14
CCCCN(C)CCCNC(=O)c1cc(-c2cccnc2)nc2ccccc12	-9	-18	-8	-8	-1.7	-7	1	8	-0.9	11	-9
CCCNCc1cc(OCC)c(OCC(N)=O)cc1Br	1	-13	2	-4	-0.1	-7	-6	3	-1.7	21	766*
OC[C@H]1O[C@H](OCCc2ccc(O)cc2)[C@H](O)[C@@H](O)[C@@H]1O	-6	-26	0	23	-1.4	-1	.	8	-2.6	.	-15
N#CC1=C(N)N(c2ncn[nH]2)C2=C(C(=O)CCC2)C1c1ccc(F)cc1 (stereo not given)	-7	-15	8	16	2.4	-2	-1	5	0.5	1	163
CCOc1cccc(C2C(C(=O)c3ccc(C)o3)=C(O)C(=O)N2Cc2ccccc2)c1 (stereo not given)	-5	-1	-7	9	-1.7	10	0	0	0.4	3	.
CC1(C)CC(CNCCC(c2ccc(F)cc2)c2ccco2)CCO1 (stereo not given)	-12	-15	4	-19	-0.3	1	-2	3	0.8	7	175
CC(C)CN(C(=O)c1ccc(F)cc1F)c1c(N)n(CC(C)C)c(=O)[nH]c1=O	-13	-12	-18	2	-1.0	6	-2	0	-2.8	-4	-17
Cc1cc(C)c2nc(NC(=O)CN3C(=O)NC4(CCCC4)C3=O)sc2c1	-9	-26	-14	.	-0.1	2	-2	-1	-3.9	1	.
COC(=O)c1cc(-c2cc(OC)ccc2OC)nc2c1c(=O)n(C)c(=O)n2Cc1ccccc1	-4	-5	8	3	-0.8	-58	-4	-4	-1.7	-2	17
COc1cc2c(cc1NC(=O)C(C)OC(=O)/C=C/c1ccc(OC(F)F)cc1)oc1ccccc12 (stereo not given)	-8	-3	-8	-12	-0.8	-7	0	3	-2.6	1	.
O=C(CN1CCN(S(=O)(=O)c2ccccc2Cl)CC1)NCC1(N2CCOCC2)CCCCC1	-10	2	11	.	-1.6	6	2	0	0.8	34	.

Three structures already listed, arranged by molecular weight, lowest first.
molecule	dFosB act	PvdQ inh	Cardiac RTF inh	PfHsp90 set2	C-LANA FP	Rtt109 HAT inh	Keap1-Nrf2 PPI	RTF Ca sens act	CDK5 p35 inh	NSD2 inh	Mot1-301 SUMO
Cc1ccc(S(=O)CCNC(=O)Cc2ccccc2)cc1 (stereo not given)	-2	-13	-7	28	1.5	-4	-1	2	1.1	-1	-14
N#CC1=C(N)N(c2ncn[nH]2)C2=C(C(=O)CCC2)C1c1ccc(F)cc1 (stereo not given)	-7	-15	8	16	2.4	-2	-1	5	0.5	1	163
Cc1cc(C)c2nc(NC(=O)CN3C(=O)NC4(CCCC4)C3=O)sc2c1	-9	-26	-14	.	-0.1	2	-2	-1	-3.9	1	.

(cont.)
molecule	dFosB act	PvdQ inh	Cardiac RTF inh	PfHsp90 set2	C-LANA FP	Rtt109 HAT inh	Keap1-Nrf2 PPI	RTF Ca sens act	CDK5 p35 inh	NSD2 inh	Mot1-301 SUMO
Cc1ccc(CS(=O)(=O)CCC(=O)NCc2ccccn2)cc1	-2	-11	-8	-12	-1.3	-2	-2	5	1.1	-2	-4
Cc1cccc(S(=O)(=O)NNC(=O)c2cc(-c3ccc(F)cc3)nc3ccccc23)c1	6	-4	3	-11	0.1	-8	-1	-2	0.7	-113	-5
C[C@@H]1CN(Cc2nc(-c3ccc(Cl)cc3)no2)C[C@H](C)O1	-7	-1	-18	-6	-1.3	-1	4	8	2.3	-3	-7
Oc1cc2c(cc1O)C(c1ccccc1)CNCC2 (stereo not given)	3	-11	-2	-4	0.8	-3	-8	0	-0.4	.	-5
CCCCC[C@@H]1C=C(C(=O)O)[C@H](c2ccc(Cl)cc2)N1S(=O)(=O)c1ccc(C)cc1	-12	-9	-5	-66	-0.4	12	0	10	-1.4	.	.
CN(C)c1ccc(/C=N/NS(=O)(=O)c2ccc(Br)cc2)cc1	-15	3	1	2	-1.1	41	-6	0	7.2	6	.
Cc1ccc(C)c(OCCCCn2cnc3ccccc3c2=O)c1	-10	-17	-4	29	-0.7	-1	0	-1	-3.5	-7	0
Cc1ccn2c(=O)c(NC(=O)c3cccs3)c(C)nc2c1	-3	10	-14	.	-1.3	50	-5	-2	1.6	0	-20
CCC(C)n1c(SCC(=O)NC(=O)c2cccn2C)nc2ccccc2c1=O (stereo not given)	-11	-4	-1	14	2.5	9	-3	5	0.4	6	6
Cc1cc(C)cc(NC(=O)CSc2nc3ccncc3[nH]2)c1	-6	-9	-3	-9	-0.5	-8	2	-3	-0.4	.	12
COc1ccc(S(=O)(=O)N2CCC(C(=O)NCC3CC3)CC2)cc1	-10	6	5	4	2.2	-3	-4	1	0.3	-7	-3
CCn1c(CNC(=O)c2cccc(C)c2)nnc1SCC(=O)Nc1nnc(C)s1	2	-16	-6	6	-1.1	-3	-3	-3	0.6	-2	0
CN(C/C=C/c1ccccc1[N+](=O)[O-])Cc1ccccc1	-6	-6	-1	0	0.7	-7	-2	-5	-0.7	12	372*
COC(OC)c1ccnc(-c2ccc(OC(=O)c3ccc(F)cc3)cc2)n1	-5	-6	-2	5	-0.5	-6	-4	6	-1.7	-1	12
Cn1nnnc1-c1cc(Br)ccc1NC(=O)c1ccccc1	-3	-9	0	-19	-0.3	1	-6	2	-1.1	.	5

Some values from above.
`COc1ccc(O)c(C(=O)c2cnc3c(c2)c(C)nn3C)c1` @ PvdQ inh: 4
`O=C(CN1CCN(S(=O)(=O)c2ccccc2Cl)CC1)NCC1(N2CCOCC2)CCCCC1` @ CDK5 p35 inh: 0.8
`C[C@@H]1CN(Cc2nc(-c3ccc(Cl)cc3)no2)C[C@H](C)O1` @ Keap1-Nrf2 PPI: 4
`CCC(C)n1c(SCC(=O)NC(=O)c2cccn2C)nc2ccccc2c1=O` (stereo not given) @ Rtt109 HAT inh: 9
`CCCCC[C@@H]1C=C(C(=O)O)[C@H](c2ccc(Cl)cc2)N1S(=O)(=O)c1ccc(C)cc1` @ C-LANA FP: -0.4

(next part)
molecule	dFosB act	PvdQ inh	Cardiac RTF inh	PfHsp90 set2	C-LANA FP	Rtt109 HAT inh	Keap1-Nrf2 PPI	RTF Ca sens act	CDK5 p35 inh	NSD2 inh	Mot1-301 SUMO
CN1CCc2c(sc(NC(=O)CS(=O)(=O)c3ccccc3)c2C(N)=O)C1	-4	7	-14	2	-0.2	5	-2	-1	-1.1	13	10
COc1ccc(-n2nc(C(=O)NCC(=O)Nc3ccc(F)cc3)c3ccccc3c2=O)cc1	-4	2	-42	13	-0.5	3	3	-2	0.5	1	2
CCC(C)(C)NC(=O)c1cc(S(=O)(=O)N2CCCCC2)ccc1N1CCOCC1	7	7	0	-4	-0.8	0	-2	-4	-0.3	1	-12
Cc1cccc(OCCN2CCOCC2)c1C	0	-14	-9	-14	0.3	2	-4	4	-0.2	-1	-15
Cc1ccc(OCC(=O)Nc2cccc(O)c2)cc1C	4	2	3	-33	-0.8	-5	0	-4	0.5	1	-12
CC1(c2ccc(OC(F)F)cc2)NC(=O)N(CC(=O)Nc2ccc(OC(F)F)cc2)C1=O (stereo not given)	-2	-12	1	-6	0.1	13	-2	-2	-4.4	.	-10
COC(=O)[C@@H](Cc1ccccc1)NC(=O)CC[C@H]1O[C@@H](n2cc(C)c(=O)[nH]c2=O)C[C@@H]1O	2	-14	-11	1	0.7	6	-1	1	0.2	.	.
CC1(C)NC(=O)N(CC(=O)N2CCN(S(=O)(=O)c3ccccc3C(F)(F)F)CC2)C1=O	-5	6	-2	1	-0.5	4	-2	-3	2.2	0	2
CN(C)S(=O)(=O)c1cccc(C(=O)NCC2CCCCC2)c1	0	-11	-25	-10	-1.0	-2	-4	-2	-9.3	-1	-14
CN(C)S(=O)(=O)c1ccc(C(=O)NCc2ccco2)cc1	1	-10	-19	7	-0.2	-11	-5	2	-0.2	-2	3
O=C(CCC(=O)Nc1ccccc1Cl)NNC(=O)COc1ccc([N+](=O)[O-])cc1	17*	1	2	11	0.3	3	2	-2	-0.8	-1	4
O=[N+]([O-])c1cccc(CSC2=NCCN2S(=O)(=O)c2ccccc2)c1	1	-7	-2	-73	-1.0	8	1	-4	0.3	-2	-2
CSc1ncccc1C(=O)NC1CCN(Cc2ccccc2)CC1	4	-2	-3	18	-0.3	-4	4	2	2.1	-9	0
Cc1cccc(N2CCN(C(=O)c3ccc(NC(=O)CC4SC(N5CCCC5)=NC4=O)cc3)CC2)c1C (stereo not given)	-32	-6	-4	-33	0.7	2	-2	4	-4.3	3	2
COc1cc2c(cc1O)C(SC)=NC(C)(C)C2	-5	-16	1	8	1.0	85*	-5	1	1.0	-1	-8
O=C(CSc1ccc(-c2ccc(Br)cc2)nn1)N1CCOCC1	-11	-12	-1	.	-1.2	5	-3	-4	0.8	-4	11
O=C(c1ccccc1-n1cccc1)N1N=C(C(F)F)CC1(O)C(F)F (stereo not given)	-1	-6	-2	13	-1.1	-8	-4	1	-0.9	1	23

Source: PubChem BioAssay (several laboratories)
